LmPK inhibitor – LmPK (Leishmania mexicana) enzyme inhibition | Q27686 | purified LmPK, Kinase-Glo ATP luminescence, 1 h | Potency, µM (series often up to 57.5 µM), for the others: at the top dose activity change, negative = inhibition, hits mostly inhibitors | 290,000 compounds, 0.37% hits | AID 1721; also: potency is read from the fitted curve at half-maximal effect
Target sequence (Q27686 whole entry, looked up): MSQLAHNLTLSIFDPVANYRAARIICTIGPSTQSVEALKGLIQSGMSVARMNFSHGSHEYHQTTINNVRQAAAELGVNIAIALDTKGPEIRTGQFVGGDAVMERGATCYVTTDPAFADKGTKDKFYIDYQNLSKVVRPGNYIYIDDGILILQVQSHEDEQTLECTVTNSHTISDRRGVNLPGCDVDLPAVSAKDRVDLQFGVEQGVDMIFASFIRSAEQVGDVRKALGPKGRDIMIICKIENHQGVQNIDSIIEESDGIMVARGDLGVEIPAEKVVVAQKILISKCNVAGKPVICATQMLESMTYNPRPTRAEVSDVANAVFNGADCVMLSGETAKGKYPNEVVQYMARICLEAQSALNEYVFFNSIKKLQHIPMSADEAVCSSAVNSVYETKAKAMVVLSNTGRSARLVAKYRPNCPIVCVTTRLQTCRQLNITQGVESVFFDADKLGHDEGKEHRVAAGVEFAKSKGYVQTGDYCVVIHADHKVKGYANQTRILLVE
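Pyruvate kinase activity monitored as ATP production (luciferase luminescence). Conditions: 0.1 nM enzyme, 0.5 mM PEP, 0.1 mM ADP, 1 h, RT; normalized against uninhibited and no-enzyme wells.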
AMA1-RON2 inh – disrupts binding of P. falciparum AMA1 to RON2 | AlphaScreen AMA1-biotinylated RON2 peptide binding | Potency, µM (series often up to 58.2 µM), inactives show top-dose activity change, negative = inhibition, most hits filed as inhibitors | AID 720542 | 360,000 compounds, 0.2% hits;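 also: potency is read from the fitted curve at half-maximal effect; 0% = vehicle wells and -100% = peptide control; nearly all actives have a fitted effect of over 45% in size; some results filed as inactive show a strong effect at the top dose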
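AMA1 (3D7) with his tag at 25 nM final met compounds first, then biotinylated RON2 peptide at 25 nM; detection used donor plus acceptor beads, 10 µg/mL apiece, read by AlphaScreen after 30 min at room temperature.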
AmpC detergent – blocks E. coli AmpC beta-lactamase in detergent assay | AmpC hydrolysis of nitrocefin, absorbance 480 nm, 0.01% Triton | P00811 | Potency, µM (top dose mostly 114 µM), for inactives: at the top dose activity change, negative = inhibition, most hits filed as inhibitors | 370,000 compounds, 0.041% hits | AID 485294;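 also: potency is read from the fitted curve at half-maximal effect; 0% = no-compound wells and -100% = no-enzyme wells; nearly all actives have a fitted effect of over 25% in size; some results filed as inactive show a strong effect at the top dose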
Target sequence (P00811 whole entry, looked up): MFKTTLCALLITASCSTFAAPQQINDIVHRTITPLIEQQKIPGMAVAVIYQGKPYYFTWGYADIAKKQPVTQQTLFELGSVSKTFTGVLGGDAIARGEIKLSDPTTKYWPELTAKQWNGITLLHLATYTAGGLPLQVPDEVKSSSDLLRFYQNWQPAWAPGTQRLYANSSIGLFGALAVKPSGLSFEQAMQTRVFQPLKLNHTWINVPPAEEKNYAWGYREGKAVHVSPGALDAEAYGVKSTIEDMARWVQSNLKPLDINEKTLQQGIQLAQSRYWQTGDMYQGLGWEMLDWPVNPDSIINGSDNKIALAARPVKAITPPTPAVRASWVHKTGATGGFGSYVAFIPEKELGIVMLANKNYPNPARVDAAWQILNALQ
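AmpC (5.3 nM in the dispensed reagent) in 20 mM phosphate pH 7.0 with 0.01% (detergent screen) or 0.0001% Triton X-100 was preincubated with compounds for 15 min at room temperature. Nitrocefin was then added from an 800 uM solution, and hydrolysis was followed at 480 nm.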
AmpC no deterg – blocks E. coli AmpC beta-lactamase in detergent-free assay | P00811 | AmpC nitrocefin hydrolysis, absorbance 480 nm, 0.0001% Triton | Potency, µM (top dose mostly 57.1 µM), for inactives: at the top dose activity change, negative = inhibition, actives largely listed as inhibitors | 330,000 compounds, 0.52% hits | AID 485341;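 also: potency is read from the fitted curve at half-maximal effect; plate controls were no compound for no effect and no enzyme for full effect; nearly all actives have a fitted effect of over 20% in size; some results filed as inactive show a strong effect at the top dose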
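AmpC (5.3 nM in the dispensed reagent) in 20 mM phosphate pH 7.0 with 0.01% (detergent screen) or 0.0001% Triton X-100 was preincubated with compounds for 15 min at room temperature. Nitrocefin was then added from an 800 uM solution, and hydrolysis was followed at 480 nm.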
TbPYK inhibitor – inhibitors of Trypanosoma brucei pyruvate kinase. Q57TT1. TbPYK enzyme, Kinase-Glo Plus ATP luminescence, 45 min. Potency, µM (top dose mostly 76.8 µM), for the others: at the highest dose activity, negative = inhibition, usual class: inhibitors. 410,000 compounds, 0.12% hits; also: potency is read from the fitted curve at half-maximal effect; nearly all actives have a fitted effect of over 50% in size
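In this concentration-response screen, enzyme-free wells defined baseline while DMSO plates tracked drift. Each reaction combined TbPYK, substrate, compound and 130 uM ADP for 45 min at room temperature. Kinase-Glo Plus luminescence gave the signal.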
HCMV inh – human cytomegalovirus inhibition; HFF cells, HCMV-luciferase reporter, 72 h; hits give low values; activity change, negative = inhibition, % at 57.5 µM; AID 1259415; 410,000 compounds, 4.5% hits; in the data active = activity change below about -60%; inconclusive = no clear call, values can overlap the other calls; inactive = above about -39%
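After 16 h attachment at 37C, HFF cells received test compound and HCMV-luciferase (1 PFU/cell); reporter luminescence read 72 h later, data normalized against buffer-only and known inhibitor Salinomycin.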
Sm TGR block – blocks Schistosoma mansoni thioredoxin glutathione reductase | 360,000 compounds, 3% hits | purified TGR, DTNB reduction, TNB absorbance 405 nm | Q962Y6 | AID 485364 | Potency, µM (top dose mostly 114 µM), for inactives: at the highest dose activity change, negative = inhibition, hits mostly inhibitors; also: potency is read from the fitted curve at half-maximal effect; nearly all actives have a fitted effect of over 60% in size
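First, TGR (20 nM dispensed) and NADPH were mixed with compound. Second, a 15 min room-temperature incubation followed. Third, further NADPH and then DTNB were added to start the reaction. Finally, TNB absorbance was monitored kinetically.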
The depositor's hits bear a star; ? = inconclusive; / = no result given; & = joins results of further samples; [ ] = remark or other dose. Unless noted, calls follow the shape of the dose curve; as a rule, active = well fitted curve in the direction sought with a large enough effect; inconclusive = small, poorly fitted or top-dose-only effect, or another doubt; inactive = no such curve, though single readings can be large; an effect the other way counts as inactive or inconclusive. Unless noted, % is scaled to controls: 0 for no effect and ±100 for the full control effect.

Results follow in this order: LmPK inhibitor | AMA1-RON2 inh | AmpC detergent | AmpC no deterg | TbPYK inhibitor | HCMV inh | Sm TGR block
> Cc1ccc(NS(=O)(=O)c2ccc(OCC(=O)NCc3ccccn3)cc2)cc1
 : / | 11.7% | / | / | 5.1% | 12.3 | /
> COc1ccccc1OCC(=O)Nc1cccc(-c2nnc(-c3ccco3)o2)c1
 : 2.7% | ? | -11.7% | 9.1% | -17.1% | 120.8 | 6.4%
> CCC(C(=O)NCCC(C)C)n1ccc2cc(S(=O)(=O)N3CCCCC3)ccc21 (centres undefined)
 : 4.7% | 9.5% | 2.1% | -4.9% | 11.3% | / | 4.2%
> CN(Cc1ccccc1)C(=O)c1[nH]cnc1C(=O)Nc1ccccc1F
 : / | -6.9% | / | / | -4.3% | -5.8 | /
> CCOC(=O)c1sc(=S)n(-c2ccc(F)c(F)c2)c1N
 : 5.0% | -10.9% | -13.2% | -21.6% | -27.7% | -18.5 | 1.6%
> O=C(NC1CCC(O)CC1)c1ccc(-c2ccc([N+](=O)[O-])cc2)o1 (centres undefined)
 : -1.7% | 2.9% | -13.7% | -7.3% | 1.4% | 64.0 | 1.41µM*
> O=C(Nc1cccc(F)c1)c1cccc(S(=O)(=O)N2CCOCC2)c1
 : -1.7% | -10.2% | -11.6% | -27.1% | -1.2% | -35.6 | 0.7%
> CC(=O)Nc1ccc(CN2C(=O)C(C)(C)ON=C2c2ccc(C(F)(F)F)cc2)cc1
 : / | 6.6% | / | / | -8.8% | 67.3 | /
> Cc1ccsc1/C=N\NC(=O)CCc1c(C)n[nH]c1C
 : 0.1% | -2.3% | 3.8% | -5.8% | -21.2% | -4.1 | /
> COc1ccc(C)cc1NC(=O)C(CCS(C)(=O)=O)NC(C)=O (centres undefined)
 : 0.2% | 1.1% | ? | ? | 1.4% | 21.8 | 1.6%
> N#Cc1ccccc1S(=O)(=O)N1CCN(CC(O)c2ccccc2)CC1 (centres undefined)
 : 0.3% | 0.5% | -7.5% | 7.3% | 4.8% | -21.6 | -0.6%
> CCn1c(C(C)NC(=O)c2cccs2)nc2ccccc21 (centres undefined)
 : 4.0% | -4.0% | ? | 0.6% | -0.5% | ? | 6.9%
> Cc1cc2c(c(=O)o1)C1(C(=O)N(CC(=O)O)c3ccccc31)C(C#N)=C(N)O2 (centres undefined)
 : 8.3% | -10.0% | -4.8% | -27.2% | -6.8% | -6.8 | -49.8%
> CCOc1ccc(C(CC(=O)O)NC(=O)c2cccs2)cc1OC (centres undefined)
 : -10.7% | 14.0% | -10.8% | -5.5% | 1.1% | ? | -0.7%[57.1 µM]
> Cc1ccc(N(CC(=O)O)S(=O)(=O)c2cccc3nonc23)cc1
 : 2.4% | -8.2% | ? | -14.8% | -14.3% | 42.6 | -3.2%
> COc1ccc(CCNC2=CC(=O)CC(C)(C)C2)cc1
 : -0.1% | 8.0% | -6.3% | 0.7% | 0.2% | 141.7 | 2.0%
> COc1ccc(C2=NCCn3nc4cc(OC)ccc4c32)cc1
 : / | 12.1% | ? | 6.8% | -6.5% | 38.5 | -13.8%
> Cc1ccc2nc3sc(C(=O)Nc4ccc(F)cc4)cc3cc2c1
 : / | / | -4.7% | -16.7% | 1.2% | 14.2 | -9.8%
> CC(C)Oc1ccccc1NC(=O)CSc1nccn1C
 : 2.5% | 0.0% | 1.2%&-3.2% | -15.1% | -11.9%&-3.5% | 9.1&9.0 | 7.7%&-0.3%
> CCc1nnc(NC(=O)C2CCCN2C(=O)Nc2ccc(C)cc2)s1 (centres undefined)
 : -2.7% | 2.4% | 4.8% | -4.7% | 0.0% | -5.6 | -8.0%
> Cc1c(Cl)cccc1NC(=O)CNC(=O)CCS(=O)(=O)c1ccc(F)cc1
 : / | 1.4% | 4.5% | -10.3% | -0.9% | 28.0 | 44.7µM*
> CCn1c(CNc2nc3ccccc3n2C(C)C)nc2ccccc21
 : -1.1% | 8.6% | 2.9% | -3.4% | 0.0% | ? | 0.1%
> Cc1cc(C)nc(NC(=S)NC(=O)c2ccccc2)n1
 : 0.5% | 38.2%[activator] | ? | -17.5% | -4.5% | -2.6 | 26.7%
> CC1CN(C(=O)c2ccccc2OCc2ccc(Cl)cc2Cl)CC(C)O1 (centres undefined)
 : / | 3.1% | 0.3% | 103.9%[activator] | -9.0% | ? | -2.0%
> Cc1cc(C)c2c(CC(=O)O)c(C)[nH]c2c1
 : 7.9% | -22.3% | 1.3% | -28.6% | -0.9% | -26.8 | ?
> CCOC(=O)c1c(C)nc(C)c(C(=O)OCC)c1-c1cccc([N+](=O)[O-])c1
 : / | -8.7% | / | / | -0.1% | 9.6 | /
> CCC1=NN2C(=N)/C(=C\c3ccc(OCCOc4ccccc4)c(OC)c3)C(=O)N=C2S1
 : 2.7% | / | -9.3% | -31.9% | / | -4.9 | 2.6%
> O=C(N/C(=C/c1ccccc1)C(=O)N1CCCCCC1)c1ccccc1
 : -3.4% | -2.8% | -8.7% | -7.0% | 0.7% | -26.8 | -0.5%
> CCN(CC)S(=O)(=O)c1ccc(-c2cc(C(=O)OC)sc2C(F)(F)F)cc1
 : -2.3% | -6.2% | 7.1% | 1.3% | -0.8% | 43.9 | 8.2%
> CCC(C)N(C(=O)COC(=O)Cc1n[nH]c(=O)c2ccccc12)C1CCS(=O)(=O)C1 (centres undefined)
 : -0.8% | 38.9%[activator] | -12.7% | -11.8% | 0.8% | 10.4 | -22.6%

Structures above that contain a Cl atom (2):
Results follow in this order: LmPK inhibitor | AMA1-RON2 inh | AmpC detergent | AmpC no deterg | TbPYK inhibitor | HCMV inh | Sm TGR block
> Cc1c(Cl)cccc1NC(=O)CNC(=O)CCS(=O)(=O)c1ccc(F)cc1
 : / | 1.4% | 4.5% | -10.3% | -0.9% | 28.0 | 44.7µM*
> CC1CN(C(=O)c2ccccc2OCc2ccc(Cl)cc2Cl)CC(C)O1 (centres undefined)
 : / | 3.1% | 0.3% | 103.9%[activator] | -9.0% | ? | -2.0%

Further entries.
Results follow in this order: LmPK inhibitor | AMA1-RON2 inh | AmpC detergent | AmpC no deterg | TbPYK inhibitor | HCMV inh | Sm TGR block
> COc1cc(-c2c(NC(=O)c3ccco3)oc3ccc(Cl)cc3c2=O)cc(OC)c1OC
 : / | -7.3% | / | / | -7.4% | 21.9 | /
> O=C(O)c1cccc(NC(=O)c2ccccc2NC(=O)c2ccco2)c1
 : -11.3% | -25.7% | -14.9% | -37.8% | 4.8% | 6.0 | -6.9%
> Cc1cc(C)c(S(=O)(=O)Nc2cc(C)on2)c(C)c1
 : 4.3% | 6.5% | -12.4% | -12.8% | 0.8% | 24.5 | 5.3%
> Cc1nnc2c3ccccc3nc(Nc3cccc(O)c3)n12
 : / | / | 13.3% | / | 3.3%[15.4 µM] | 0.0 | 0.9%
> CCOC(=O)C1CCN(C(C)=C2C(=O)c3ccccc3C2=O)CC1
 : 0.8% | -10.3% | 3.9% | -25.6% | 3.7% | 30.6 | -33.6%
> C[C@@H]1CN([C@H](C)CO)C(=O)CCCn2nncc2CO[C@H]1CN(C)C(=O)Cc1ccccc1
 : / | 14.1% | / | / | 4.9% | -21.8 | /
> O=C(O)c1ccc2c(c1)S(=O)(=O)c1cc(N3CCN(c4ncccn4)CC3)ccc1C2=O
 : / | 20.0% | / | / | -6.1% | 48.7 | /
> COc1ccc(-c2cccc(C(=O)Nc3ccc(OC)c(OC)c3)c2)cc1
 : 3.9% | -16.3% | 0.4% | -7.5% | 0.1% | 1.5 | 14.2%
> CNC(=O)COC(=O)c1ccc2c(c1)NC(=O)C1CCCN21 (centres undefined)
 : -6.5% | / | -8.5% | 8.1% | / | / | ?
> C=CCOc1ccc(CNc2ccc3[nH]c(=O)[nH]c3c2)cc1OC
 : 0.1% | -20.7% | -12.8% | -31.0% | -16.3% | 10.9 | -24.7%
> O=C(NC1CCOCC1)C1CCC(=O)N(Cc2cccc(C(F)(F)F)c2)C1 (centres undefined)
 : -1.1% | 70.7%[activator] | -10.0% | 2.6% | 1.9% | -22.7 | 0.5%
> COc1ccccc1S(=O)(=O)N(C)C[C@@H]1Oc2ncc(-c3ccc(C)cc3)cc2C(=O)N([C@H](C)CO)C[C@@H]1C
 : / | 6.0% | / | / | ? | 37.9 | /
> CCc1ccccc1NC(=O)c1ccccc1N1C(=O)C2C3C=CC(C3)C2C1=O (centres undefined)
 : -4.0% | 15.1% | ? | 2.0% | 4.5% | 36.4 | 0.7%
> COc1ccccc1NC(=S)N1CCN(c2cccc(C)c2C)CC1
 : -0.3% | 8.8% | -4.3% | -3.3% | -8.6% | -33.0 | -6.6%
> COC(=O)[C@]12CCCCC=C1N(Cc1cccc3ccccc13)C(=O)[C@H](CC(=O)N1CCC(c3ccccc3)CC1)C2
 : / | -8.2% | / | / | -0.4% | 4.1 | /
> COc1ccccc1N1C(=O)CC(Sc2n[nH]c(-c3cccc(C)c3)n2)C1=O (centres undefined)
 : -11.0% | 15.1% | -6.1% | 15.8µM* | ? | 29.4 | 0.631µM*
> Cc1ccccc1N(CC(=O)NC1CCCC1)C(=O)C1(C)CC(=O)N=C2C=CC(Cl)=CN21 (centres undefined)
 : 8.4% | -1.1% | 2.8% | -10.3% | 1.6% | -18.6 | 11.0%
> CC(=O)c1cccc(NC(=S)NCCCCc2ccccc2)c1
 : 1.0% | 15.9% | -5.2% | -35.3% | -2.6% | -23.9 | -14.6%
> C[C@H](NC(=O)c1ccccc1)C(=O)OCC(=O)Nc1sccc1C(N)=O
 : / | 69.6%[activator] | / | -17.8% | 0.8% | 21.7 | /
> BrC(/C=C\c1ccccc1)=N/Nc1nc(N2CCOCC2)nc(N2CCOCC2)n1
 : 0.8% | 9.6% | -11.8% | 134.6%[activator] | 0.3% | 22.3 | /
> COc1ccccc1NC(=O)COC(=O)c1ccc2c(=O)n3c(nc2c1)CCC3
 : / | 7.0% | / | / | 1.9% | 26.9 | /
> Cc1ccc(C)c(OCC(O)CN2CCC(Cc3ccccc3)CC2)c1 (centres undefined)
 : 3.8% | -7.3% | 3.6% | 44.8% | 7.4% | -111.5* | -3.7%
> CSc1nc(C)c2c(n1)N(c1ccc(C(C)C)cc1)CC2
 : 4.3% | -0.6% | -2.6% | -3.5% | 17.9% | -39.7 | -21.3%
> Cc1c(CC(=O)N2CCCCC2)c(=O)oc2cc(O)ccc12
 : / | / | 3.2% | / | 12.5% | -1.3 | -2.3%
> C/C(=N\Nc1ccc(S(=O)(=O)Nc2ccccc2)cc1[N+](=O)[O-])c1ccncc1
 : 0.8% | / | -4.9% | -24.5% | / | 27.7 | /
